Screening data as filed in PubChem.
RGS7-Gao reg: human RGS7-Galphao interaction regulation; Multiplexed bead flow cytometry, RGS7-Galphao binding; actives lie on both sides; binding response (% of control), % at 10 µM; 220,000 compounds, 0.35% hits; in the data active = binding response below about 49% or above about 150%; inconclusive = no clear call, values can overlap the other calls; inactive = in between;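 note: fluorescent Galphao held in activated GDP-AlF4 state binding bead-coupled RGS7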
Target sequence (P09471 whole entry, looked up): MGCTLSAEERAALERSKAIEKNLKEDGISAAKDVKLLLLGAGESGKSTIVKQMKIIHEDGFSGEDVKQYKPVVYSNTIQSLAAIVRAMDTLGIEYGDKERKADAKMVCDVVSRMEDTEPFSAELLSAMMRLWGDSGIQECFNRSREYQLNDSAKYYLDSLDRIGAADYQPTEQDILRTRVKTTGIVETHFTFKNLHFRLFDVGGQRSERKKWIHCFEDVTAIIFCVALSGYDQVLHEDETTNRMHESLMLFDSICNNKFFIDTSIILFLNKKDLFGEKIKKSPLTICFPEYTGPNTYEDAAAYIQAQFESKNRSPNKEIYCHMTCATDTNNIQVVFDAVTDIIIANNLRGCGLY
RGS4-Gao reg: human RGS4-Galphao interaction regulation; P09471; Multiplexed bead flow cytometry, RGS4-Galphao binding; actives lie on both sides; binding response (% of control), % at 10 µM; 220,000 compounds, 0.33% hits; in the data active = binding response below about 49% or above about 150%; inactive = in between;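 note: fluorescent Galphao activated with aluminum fluoride binding bead-coupled RGS4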
RGS8-Gao: modulates binding of RGS8 to human Galphao | P09471 | multiplexed bead flow cytometry; actives lie on both sides | response (percent of control binding), % at 10 µM | 220,000 compounds, 0.34% hits; in the data active = response below about 60% or above about 140%; inactive = in between;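 note: Galphao activated as the GDP aluminium fluoride complex binding bead-coupled RGS8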
Active calls of the source: *; ? = inconclusive; · = not tested or not shown; [ ] = dose if it differs, or a comment. These rows are one share of the data; rates above refer to the full screens.

Value order: RGS7-Gao reg, RGS4-Gao reg, RGS8-Gao
CC1=C[C@H]2OC(=O)[C@@H](C)[C@H]2C[C@@H]2[C@H]1C[C@@H](O)[C@@]2(C)O
 : ?, 97.3, 101.9
Oc1[nH]c2ccc(Br)cc2c1N=NC(=S)Nc1ccc(F)cc1
 : ?, 99.8, 101.5
O=C(C1CCCCC1)N1CCN(c2ccnc3cc(Cl)ccc23)CC1
 : ?, 85.2, 94.2
O=C(c1ccccc1)C1CCN(C(=O)Nc2ccccc2)CC1
 : ?, 91.5, 94.2
CC1(c2ccc(OC(F)F)cc2)NC(=O)N(CC(=O)Nc2cccc(S(N)(=O)=O)c2)C1=O (stereo not drawn)
 : ?, 97.5, 97.7
CCc1ccc(C2c3[nH]c4ccccc4c3CCN2C(=O)c2cc[n+]([O-])cc2)cc1 (stereo not drawn)
 : ?, 97.0, 97.5
Cc1ccc(S(=O)(=O)N2CCCCC2)cc1C(=O)Nc1cccnc1
 : ?, 101.4, 100.9
CC(=O)Nc1ccc(OC(=O)Oc2ccc(NC(C)=O)cc2)cc1
 : ?, 107.3, 106.0
CCN1CCN(C(=O)NCc2ccccc2)CC1
 : ?, 88.0, 92.4
CCN(C(=O)Cn1c(=O)oc2cc(S(=O)(=O)N3CCOCC3)ccc21)c1ccccc1
 : ?, 91.8, 96.8

Complete entries from above:
Oc1[nH]c2ccc(Br)cc2c1N=NC(=S)Nc1ccc(F)cc1 across the screens: RGS7-Gao reg = ?; RGS4-Gao reg = 99.8; RGS8-Gao = 101.5
CCc1ccc(C2c3[nH]c4ccccc4c3CCN2C(=O)c2cc[n+]([O-])cc2)cc1 (stereo not drawn) across the screens: RGS7-Gao reg = ?; RGS4-Gao reg = 97.0; RGS8-Gao = 97.5

Next section:
Value order: RGS7-Gao reg, RGS4-Gao reg, RGS8-Gao
O=C(CCCCCn1nnc2ccccc2c1=O)N[C@H](C(=O)O)c1ccccc1
 : ?, 97.6, 100.3
COc1ccc(SC[C@H](CC(C)C)N2CCN(C)CCC2=O)cc1
 : ?, 92.0, 101.3
Cc1cc2c(cc1C)N(Cc1ccccc1)C1=NCCCN12
 : ?, 102.6, 101.7
Cc1nc(-c2cc(C#N)c(=O)[nH]c2C)cs1
 : ?, 102.2, 100.1
CC(C)Cc1nc2oc3c(Cl)ncnc3c2c2c1CCCC2
 : ?, 90.9, 98.2
N/C(=N\OC(=O)Nc1ccccc1)c1ncc([N+](=O)[O-])s1
 : ?, 103.7, 103.4
COc1ccccc1NC(=O)N1CCN(c2ccc3nnc(-c4ccc(F)cc4)n3n2)CC1
 : ?, 100.7, 101.4
CCO[C@@H]1OC(C(N)=O)=C[C@H](C2CCCCC2)[C@H]1CCCO
 : ?, 98.3, 97.6
O=C(N/N=C/c1cccs1)C(O)c1ccccc1 (stereo not drawn)
 : ?, 104.8, 103.7
CNC(=O)C(=O)Nc1c(O)c2ccccc2[nH]c1=O
 : ?, 88.8, 99.5
CN1/C(=C/C(=O)CSc2ccccc2C(=O)O)C(C)(C)c2ccccc21
 : ?, 95.8, 99.3
c1coc(CSc2ncnc3c2oc2ccccc23)c1
 : ?, 100.0, 99.9
O=C1c2cc(Cl)ccc2OC2(CCNCC2)C12CC(c1ccccc1)=NO2 (stereo not drawn)
 : ?, 108.7, 105.7
COc1ccc(-c2nnc(SCC(=O)N/N=C/c3ccccc3C(=O)O)n2-c2ccc(Cl)cc2)cc1
 : ?, 101.8, 101.5
Nc1ccc2nc(SCc3ccccc3F)sc2c1
 : ?, 105.7, 99.3
CCC(=O)N1N=C(c2c(O)n(C)c(=O)n(C)c2=O)CC1c1ccccc1 (stereo not drawn)
 : ?, 104.3, 103.2
CN(C)S(=O)(=O)c1cccc(NC(=O)COC(=O)c2cc3ccccc3oc2=O)c1
 : ·, 101.4, 97.7
Cc1ccc(S(=O)(=O)NN)c(C)c1N1CCCC1=O
 : ?, 90.9, 96.9
Cc1cc(C)c(C)c(S(=O)(=O)N[C@@H](C)C(=O)OC(C)C(=O)NC(N)=O)c1C (stereo partly drawn)
 : ?, 101.5, 103.8
CSc1nnnn1-c1c(C)cccc1C
 : ?, 99.2, 101.3

2 entries from above, bar-delimited.
smiles | RGS7-Gao reg | RGS4-Gao reg | RGS8-Gao
Nc1ccc2nc(SCc3ccccc3F)sc2c1 | ? | 105.7 | 99.3
O=C1c2cc(Cl)ccc2OC2(CCNCC2)C12CC(c1ccccc1)=NO2 (stereo not drawn) | ? | 108.7 | 105.7

(next part)
Value order: RGS7-Gao reg, RGS4-Gao reg, RGS8-Gao
O=C(CCNC(=O)c1ccccc1Cl)N/N=C\c1ccc(O)cc1
 : ?, 101.6, 105.0
CN(C)/C=C(\C(=O)c1ccccc1)c1nnnn1-c1ccccc1
 : ?, 100.0, 97.8
COc1ccc(C(=O)/C=C/Nc2ccc(S(N)(=O)=O)cc2)cc1OC
 : ?, 97.8, 98.0
COc1cc(OC)c(C2C(C#N)=C(C)NC(C)=C2C#N)c(C(=O)O)c1
 : ?, 101.9, 100.5
C#CCSc1n[nH]c(-c2ccco2)n1
 : ?, 98.9, 104.7
CCCN1C(=O)c2cc(C(=O)Nc3ccccc3C)ccc2C1Nc1ccccc1C (stereo not drawn)
 : ?, 102.5, 100.4
Cc1ccc2c(C(=O)CNc3nncs3)c(C)[nH]c2c1
 : ?, 98.5, 100.7
O=C1CNC(=S)N1c1nc2ccccc2s1
 : ?, 100.9, 100.2
N#CC(C#N)=c1ccc2c(c1)N1C(c3ccccc3)=CC(c3ccccc3)C3CCCCC31N=2 (stereo not drawn)
 : ?, 100.9, 99.5
O=C(O)c1ccc(O)c(O)c1
 : ?, 92.3, 100.2
CC1=CC(C)(C)N2C(=O)C3(NCCc4c3[nH]c3ccccc43)c3cc(C)cc1c32 (stereo not drawn)
 : ?, 94.8, 98.4
O=C(O)c1ccc(-c2ccc(/C=C3\NC(=O)N(Cc4ccc(Cl)cc4)C3=O)o2)cc1
 : ?, 100.2, 97.4
C=CCSc1nc2ccccc2c(=O)n1C1CCOC(C)(C)C1 (stereo not drawn)
 : ?, 96.8, 100.0
Cc1cc(C)nc(Nc2n[nH]c(-c3ccccc3N)n2)n1
 : ?, 100.2, 102.2
COc1ccccc1CNCC(=O)Nc1ccc(C(F)(F)F)cc1
 : ?, 105.0, 100.9
O=C(CN1CCC(O)(c2cccc(F)c2)CC1)NCCc1c[nH]c2ccccc12
 : ?, 95.0, 98.0
COc1ccccc1NNC(=O)C(O)(c1ccccc1)c1ccccc1
 : ?, 92.7, 98.5
CN(CCO)S(=O)(=O)c1ccc2c(c1)C(=NNC(N)=O)c1cc(S(=O)(=O)N(C)CCO)ccc1-2
 : ?, 97.6, 99.1
N/C(CC(=O)Nc1cc(C(F)(F)F)ccc1Cl)=N\O
 : ?, 115.9, 109.0
COc1ccc2c(C(=O)CCl)c[nH]c2c1
 : ?, 105.0, 100.8
CC1CCN(c2c(NCC3CCC(C(=O)NCCCc4ccccc4)CC3)c(=O)c2=O)CC1 (stereo not drawn)
 : ?, 104.1, 104.5
Cc1cccc(NC(=O)CCC(=O)Nc2nnc(C(F)(F)F)s2)c1
 : ?, 101.3, 99.2
N=C1C(c2nc3ccccc3s2)=C(O)CN1C1CCC(O)CC1 (stereo not drawn)
 : ?, 102.9, 102.9
CC1=NN(c2nc3ccccc3[nH]2)C(=O)C1Cc1ccccc1 (stereo not drawn)
 : ?, 116.2, 101.5
CCn1nc(NC(=O)C2CCCO2)c2cc3cccc(C)c3nc21 (stereo not drawn)
 : ?, 99.9, 97.2
Cc1cc(C)c2oc(C(=O)NCCc3ccc(S(N)(=O)=O)cc3)cc(=O)c2c1
 : ?, 99.6, 98.4
COc1cc(O)c(C(CC(=O)N2CCOCC2)c2ccc(N(C)C)cc2)c(OC)c1 (stereo not drawn)
 : ?, 100.1, 100.5
O=C(NCc1ccccc1)c1cc[n+](CC(=O)c2cccs2)cc1
 : ?, 103.1, 105.1
Cc1cc(C)c(NC(=S)NCCO)c(C)c1
 : ?, 110.8, 102.9
COc1ccc(Cc2n[nH]c(=S)n2NC(=O)Nc2ccc(Cl)c(Cl)c2)cc1
 : ?, 99.6, 99.3
CCOC(=O)Cc1csc(NC(=O)Cc2ccc(Cl)cc2)n1
 : ?, 99.5, 98.4
CCCOCCc1nnc(N)s1
 : ?, 101.3, 100.5
O=C1CC(C(=O)O)S/C(=N\N=C\c2ccc(Br)cc2)N1 (stereo not drawn)
 : ?, 99.9, 99.0
COc1ccc(C(=O)/C=C/NCc2ccc(F)cc2)cc1OC
 : ?, 96.8, 99.5
COC(=O)[C@H](C)NC(=O)Nc1cccc(Br)c1
 : ?, 105.5, 102.5
O=C(Cc1ccccc1)NC1(O)C(=O)c2ccccc2C1=O
 : ?, 106.7, 100.1
COc1cc(/C=C/C(=O)OCC(=O)NC(=O)NC(C)(C)C)ccc1O
 : ?, 95.6, 100.0
Cc1ccc(C(=O)NNC(=O)/C=C\C(=O)O)cc1
 : ?, 105.1, 103.4
O=S(=O)(NC1=NCCCCC1)c1ccc2sc(NS(=O)(=O)c3ccc4ccccc4c3)nc2c1
 : ?, 91.3, 88.4
CC1(C)CCSC(/C=C/c2ccccc2)=N1
 : ?, 95.5, 99.3
CN(C)S(=O)(=O)c1ccc(Cl)c(NC(=O)COC(=O)/C=C/c2cnc3ccccc3n2)c1
 : ?, 103.5, 99.9
CN(CCO)CC(O)CN(c1ccccc1)c1ccccc1 (stereo not drawn)
 : ?, 100.7, 99.3
C/C(CC(C)C)=N/Nc1ccc([N+](=O)[O-])cc1[N+](=O)[O-]
 : ?, 103.2, 102.1
Cc1ccccc1C(=O)NNC(=O)/C=C\C(=O)O
 : ?, 95.8, 99.4
COc1ccc2[nH]c(=O)c(CN(C(=O)c3cccnc3)c3ccc(C)c(C)c3)cc2c1
 : ?, 96.9, 97.0
CCOC(=O)C(CCCP(=O)(c1ccccc1)c1ccccc1)(NC(C)=O)C(=O)OCC
 : ?, 113.3, 107.4
C/C(=N\NC(=S)Nc1ccccc1C)C1Cc2ccccc2C(=O)O1 (stereo not drawn)
 : ?, 106.2, 100.7
CC(=O)Nc1ccc(C(=O)N2CC(=O)NC(=O)C2)cc1
 : ?, 99.7, 98.6
COc1ccc(NC(=O)c2c([N+](=O)[O-])c(C(C)(C)C)nn2C)cc1
 : ?, 100.5, 100.8
Cc1cc(-c2onc(C)c2C(=O)Nc2ccc(C(F)(F)F)cc2)no1
 : ?, 100.5, 98.2

Next part
Value order: RGS7-Gao reg, RGS4-Gao reg, RGS8-Gao
O=c1[nH]c2ccc(NC(=S)NCCc3ccccc3)cc2[nH]1
 : ?, 102.9, 102.3
Cc1cc(C(=O)CSc2nnnn2C)c(C)n1Cc1ccco1
 : ·, 95.6, 101.9
CC1=NN(S(=O)(=O)c2ccc(Cl)cc2Cl)C(=O)c2ccccc2O1
 : ?, 101.5, 98.4
COCCNC(=O)c1cn(C(C)c2ccccc2F)nn1 (stereo not drawn)
 : ?, 101.9, 100.2
CC(=O)COC(=O)C1CCN(S(=O)(=O)c2cc([N+](=O)[O-])ccc2Cl)CC1
 : ?, 102.9, 101.0
N#Cc1ccc(N2C(=O)[C@@H]3C(C(=O)c4cnccn4)=NN[C@@H]3C2=O)cc1
 : ?, 95.2, 99.2
CCN(CC)S(=O)(=O)c1cc(C(=O)O)ccc1OC
 : ?, 105.6, 103.8
Cc1c(N2CCCC2)cc2c(c1NC(=O)c1ccccc1Cl)C(C)(C)CC2(C)C
 : ?, 155.8*[activator], 130.4
COc1cc(/C=C2/C(=O)NN(c3ccc(F)cc3)C2=O)cc([N+](=O)[O-])c1O
 : ?, 102.0, 100.4
Cn1c(=O)c2[nH]c(N=NNc3ccccc3F)nc2n(C)c1=O
 : ?, 74.5, 88.0
CN=C1C=C/C(=N/N=c2\ccn(O)cc2C)C=C1C
 : ?, 98.9, 100.0
Cc1[nH]c(=O)[nH]c(=O)c1/C=C/C(=O)O
 : ?, 107.5, 102.8
Nc1c(C(=O)O)sc2nc(-c3ccccc3)cc(-c3ccc(F)cc3)c12
 : ?, 104.8, 102.6
O=C(/C=C/c1cccnc1)c1ccccc1O
 : ?, 87.4, 92.5
O=C(Nc1ccc(Cl)cn1)C1CCN(S(=O)(=O)c2cccs2)CC1
 : ?, 102.3, 100.0
Cn1c2ccccc2c(=O)c2c(=O)n(-c3ccc(F)cc3)c(-c3cccs3)nc21
 : ?, 98.0, 102.7
COC(=O)C1=C(C)Nc2[nH]c(=S)[nH]c(=O)c2C1c1ccc(O)cc1 (stereo not drawn)
 : ?, 102.4, 101.1
COc1cc(/C=C/C(=O)OCC(=O)Nc2ccc([N+](=O)[O-])cc2)ccc1O
 : ?, 100.0, 102.7
CC(=O)Nc1ccc(NC(=O)C(C)Sc2nnc(-c3cccs3)o2)cc1 (stereo not drawn)
 : ?, 100.7, 100.7
CCCNc1nc(C)cc(-c2cc(-c3ccccc3)on2)n1
 : ?, 97.3, 99.5
CCc1ccc(S(=O)(=O)Nc2ccc(N3CCN(C)CC3)cc2)cc1
 : ?, 97.5, 99.7
Cc1nc(-c2ccc(Cl)cc2)sc1C1(C)CC(c2ccccc2F)=NO1 (stereo not drawn)
 : ?, 78.0, 85.1
CC(C)(C)c1cccc(C2(O)C(=O)c3ccccc3C2=O)c1O
 : ?, 100.7, 97.8
CC(=O)O/N=C(\N)c1cnn2c(C(F)(F)F)cc(C(F)(F)F)nc12
 : ?, 107.3, 102.4
CC(C)CN1C(=O)/C(=C/c2c(N3CCc4ccccc4C3)nc3ccccn3c2=O)SC1=S
 : ?, 141.3, 100.4
N/C(=N\OC(=O)c1ccc(Cl)cc1Cl)c1ccncc1
 : ?, 103.9, 102.0
Cc1ccnc(N/C=C(/NC(=O)c2ccccc2)C(=O)N/N=C\c2ccc(Cl)cc2)n1
 : ?, 100.4, 100.4
C/C(=N\NC(=S)Nc1ccccc1C)c1cc2ccccc2o1
 : ?, 101.7, 101.8
